# Bioassay records: PubChem, National Center for Advancing Translational Sciences (NCATS)
# Giardia FBPA inh – Giardia lamblia aldolase inhibition | 0.71% of 290,000 active | A8B2U2 | Potency, µM (titrated, usually from 59.6 µM), without a hit: at the highest dose activity, negative = inhibition, usual class: inhibitors | AID 2451 | purified Giardia FBPA; further: potency means the concentration at half of the fitted maximal effect; nearly all actives have a fitted effect of over 55% in size
# Target sequence (A8B2U2 whole entry, looked up): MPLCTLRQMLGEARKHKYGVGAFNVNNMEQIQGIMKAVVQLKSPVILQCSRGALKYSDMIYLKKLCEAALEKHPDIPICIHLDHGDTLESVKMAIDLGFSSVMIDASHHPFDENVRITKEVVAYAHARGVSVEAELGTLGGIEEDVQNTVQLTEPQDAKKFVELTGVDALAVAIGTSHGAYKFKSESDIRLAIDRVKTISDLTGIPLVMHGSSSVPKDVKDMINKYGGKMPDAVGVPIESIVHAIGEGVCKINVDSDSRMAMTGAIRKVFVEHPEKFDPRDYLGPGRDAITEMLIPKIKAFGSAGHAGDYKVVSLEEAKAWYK
#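 40 nM FBPA preincubated 10 min at RT with compound (up to 57.5 uM final), then substrate plus GAPDH/TPI/NAD/arsenate coupling and diaphorase/resazurin added. Fluorescence read after 20 min at RT, 525/598 nm.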
# Sm TGR inh – S. mansoni TGR enzyme inhibition; Q962Y6; purified TGR, DTNB reduction, TNB absorbance 405 nm; Potency, µM (titrated, usually from 114 µM), for the others: at the highest dose activity change, negative = inhibition, most hits filed as inhibitors; 3% of 360,000 active; AID 485364; further: potency means the concentration at half of the fitted maximal effect; nearly all actives have a fitted effect of over 60% in size
#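 First, TGR (20 nM dispensed) and NADPH were mixed with compound. Second, a 15 min room-temperature incubation followed. Third, further NADPH and then DTNB were added to start the reaction. Finally, TNB absorbance was monitored kinetically.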
# AMA1 RON2 block – AMA1-RON2 (P. falciparum) interaction inhibition. AlphaScreen AMA1-biotinylated RON2 peptide binding. Potency, µM (highest dose often 58.2 µM), for inactives: at the highest dose activity change, negative = inhibition, actives largely listed as inhibitors. 0.2% of 360,000 active. AID 720542;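 further: potency means the concentration at half of the fitted maximal effect; 0% = vehicle wells and -100% = peptide control; nearly all actives have a fitted effect of over 45% in size; some results filed as inactive show a strong effect at the top dose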
#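 AMA1 (3D7) with his tag at 25 nM final met compounds first, then biotinylated RON2 peptide at 25 nM; detection used donor plus acceptor beads, 10 µg/mL apiece, read by AlphaScreen after 30 min at room temperature.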
# HCMV antiviral – blocks human cytomegalovirus replication | HFF cells, HCMV-luciferase reporter, 72 h; hits give low values | activity change, negative = inhibition, % at 57.5 µM | 4.5% of 410,000 active; in the data active means activity change below about -60%; inconclusive means no clear call, values can overlap the other calls; inactive means above about -39%
#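 Cell-based, HFFs, 1000 cells/well, 16 h 37C; cpds in DMSO + HCMV-luc, MOI 1 PFU/cell; 72 h 37C; OneGlo luminescence after 5 min RT; norm. to buffer vs Salinomycin 10uM.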
# AmpC detergent – AmpC beta-lactamase inhibition with detergent present. P00811. AmpC hydrolysis of nitrocefin, absorbance 480 nm, 0.01% Triton. Potency, µM (top dose mostly 114 µM), for the others: top-dose activity change, negative = inhibition, actives largely listed as inhibitors. 0.041% of 370,000 active. AID 485294;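 further: potency means the concentration at half of the fitted maximal effect; 0% = no-compound wells and -100% = no-enzyme wells; nearly all actives have a fitted effect of over 25% in size; some results filed as inactive show a strong effect at the top dose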
# Target sequence (P00811 whole entry, looked up): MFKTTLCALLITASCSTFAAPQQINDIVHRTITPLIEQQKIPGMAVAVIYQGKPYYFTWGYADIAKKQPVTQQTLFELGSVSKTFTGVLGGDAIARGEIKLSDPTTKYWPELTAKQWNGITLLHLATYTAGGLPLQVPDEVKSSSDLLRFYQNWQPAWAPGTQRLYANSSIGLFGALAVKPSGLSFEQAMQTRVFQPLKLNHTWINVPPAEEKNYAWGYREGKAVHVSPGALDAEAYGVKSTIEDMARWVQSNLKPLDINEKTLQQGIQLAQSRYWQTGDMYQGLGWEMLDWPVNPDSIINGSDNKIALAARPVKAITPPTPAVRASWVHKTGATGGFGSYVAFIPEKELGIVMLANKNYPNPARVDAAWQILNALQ
#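 AmpC (5.3 nM in the dispensed reagent) in 20 mM phosphate pH 7.0 with 0.01% (detergent screen) or 0.0001% Triton X-100 was preincubated with compounds for 15 min at room temperature. Nitrocefin was then added from an 800 uM solution, and hydrolysis was followed at 480 nm.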
# HCV inh – HCV inhibition | Huh7.5.1 HCVcc-Cre infection, luciferase reporter, 44 h | Potency, µM (doses to about 41.8 µM), without a hit: at the highest dose activity change, negative = inhibition, most hits filed as inhibitors | 3.4% of 340,000 active | AID 651820; further: potency means the concentration at half of the fitted maximal effect
#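 Luciferase read-out (15 sec integration) after a 15 min room-temperature substrate step quantifies HCVcc-Cre infection. Cells, 1,000 per well, had compound added 4 h post-plating, then virus at ~0.5 moi, and were cultured 44 h.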
# The depositor's hits bear a star; u = inconclusive; x = no result given; [ ] = another dose, or the depositor's remark. Unless noted, the call rests on the fitted dose curve; in most records, active means well fitted curve in the direction sought with a large enough effect; inconclusive means small, poorly fitted or top-dose-only effect, or another doubt; inactive means no such curve, though single readings can be large; an effect the other way counts as inactive or inconclusive. Unless noted, on the % scale 0 is the no-effect control and ±100 the full control effect.
(1) CCN1C(=O)c2ccccc2Sc2ccc(C(=O)O)cc21
(2) Cc1c(C)n(CC(O)CN2CCN(C)CC2)c2ccccc12 (stereo unspecified)
(3) CCOC(=O)c1cc(C(=O)OCC)c(=O)[nH]c1SCc1ccccc1
(4) O=C(NC1CCCCC1)/C(=C/c1ccc(Cl)cc1)NC(=O)c1ccccc1
(5) CCCOC(=O)Nc1sc2c(c1C(N)=O)CCCC2
(6) CN(C)/C=N/C1=C(C#N)C(c2cccs2)c2ccc3ccccc3c2O1 (stereo unspecified)
(7) Cc1nnc(SCC(=O)NCc2ccco2)n1-c1ccccc1
(8) COc1ccc(N2CCN(C(CNS(=O)(=O)c3cc(F)ccc3F)c3cccnc3)CC2)cc1 (stereo unspecified)

compound no. | 1 | 2 | 3 | 4 | 5 | 6 | 7 | 8
Giardia FBPA inh | 4% | -4% | 1% | x | 1% | u | 6% | 0%
Sm TGR inh | 0% | 1% | 4% | 3% | 43%[activator] | -23% | u | -19%
AMA1 RON2 block | -2% | -4% | 11% | x | 3% | -7% | 4% | u
HCMV antiviral | 34 | -31 | -16 | 6 | 12 | 8 | -30 | -107*
AmpC detergent | -20% | -5% | 5% | 15% | -6% | 6% | u | -5%
HCV inh | 8% | -14% | 1% | x | -28% | u | 12% | 2%

# Copied from the list:
# Reading for O=C(NC1CCCCC1)/C(=C/c1ccc(Cl)cc1)NC(=O)c1ccccc1 under HCMV antiviral: 6
# Reading for Cc1nnc(SCC(=O)NCc2ccco2)n1-c1ccccc1 under AMA1 RON2 block: 4%
# Reading for CCN1C(=O)c2ccccc2Sc2ccc(C(=O)O)cc21 under Giardia FBPA inh: 4%
# Reading for CCOC(=O)c1cc(C(=O)OCC)c(=O)[nH]c1SCc1ccccc1 under AmpC detergent: 5%
# Reading for COc1ccc(N2CCN(C(CNS(=O)(=O)c3cc(F)ccc3F)c3cccnc3)CC2)cc1 (stereo unspecified) under HCMV antiviral: -107*
# Reading for Cc1c(C)n(CC(O)CN2CCN(C)CC2)c2ccccc12 (stereo unspecified) under AMA1 RON2 block: -4%
# Reading for CCCOC(=O)Nc1sc2c(c1C(N)=O)CCCC2 under AmpC detergent: -6%

# Further records.
(9) CCCNC(=O)COC(=O)c1ccc(OCC(=O)Nc2ccccc2OC)c(OC)c1
(10) O=C(NCc1ccccc1F)C(=O)NCC(c1ccco1)S(=O)(=O)c1ccccc1 (stereo unspecified)
(11) COC(=O)c1ccccc1S(=O)(=O)N1CCC(C(=O)NCC2CCCO2)CC1 (stereo unspecified)
(12) Cc1nnc(SCc2ccccc2Cl)c2cc3sccc3n12
(13) COc1ccccc1/C=C\C(=O)NCC(=O)N/N=C(/C)c1cccc([N+](=O)[O-])c1
(14) O=C(Cc1ccccc1)NN1C(=O)C2C3C=CC(C3)C2C1=O (stereo unspecified)
(15) CCn1c(C)cc(/C=C2/NC(=O)N(CC(=O)Nc3cccc(C)c3)C2=O)c1C
(16) Cc1cccn2cc(-c3ccccc3)nc12

compound no. | 9 | 10 | 11 | 12 | 13 | 14 | 15 | 16
Giardia FBPA inh | 2% | x | x | x | -3% | 0% | -4% | -1%
Sm TGR inh | -8% | -21% | 3% | 0% | 8% | 2% | -31% | -1%
AMA1 RON2 block | -7% | x | 5% | x | 3% | -6% | -5% | -14%
HCMV antiviral | 18 | -18 | -35 | -17 | 45 | u | 25 | 68
AmpC detergent | -6% | 0% | -11% | 0% | u | 1% | -2% | u
HCV inh | 0% | x | 10% | x | u | 3% | 13% | -3%

(17) Cc1ccnc(NC(=O)CS(=O)(=O)c2ccccc2)c1
(18) Cc1cccc(C)c1NC(=O)CSc1nc2ncccc2o1
(19) O=C(NC(=S)Nc1ccc(N2CCCCC2)cc1)c1ccc2c(c1)OCCO2
(20) O=C(CSc1nc2ccccc2n1Cc1ccccc1)N/N=C/c1ccco1
(21) O=C(O)c1ccc(CSc2nc3ccc(N4C(=O)C5C6C=CC(C6)C5C4=O)cc3s2)cc1 (stereo unspecified)
(22) O=C(COc1ccccc1Cl)Nc1ccc(-c2nc3ccccc3s2)cc1
(23) Cc1c(C(=O)O)cccc1-c1ccc(/C=N/Nc2ccc(Br)cc2)o1
(24) O=C(N/N=C/c1ccsc1)c1ccc2ccccc2n1

compound no. | 17 | 18 | 19 | 20 | 21 | 22 | 23 | 24
Giardia FBPA inh | 7% | x | -1% | 18% | 21% | x | -14% | -13%
Sm TGR inh | 0% | 0% | -22% | -28% | 3% | 7% | u | 7%
AMA1 RON2 block | -3% | x | -11% | 16% | -6% | x | 1%[11.6 µM] | 0%
HCMV antiviral | 15 | 1 | u | -20 | 36 | 71 | 131 | -67*
AmpC detergent | 1% | 18% | 1% | 4% | 4% | 10% | u | 1%
HCV inh | 13% | x | 13% | 21% | 11% | x | -1% | -1%

# Whole records from above. Order of screens: Giardia FBPA inh	Sm TGR inh	AMA1 RON2 block	HCMV antiviral	AmpC detergent	HCV inh
# CCCNC(=O)COC(=O)c1ccc(OCC(=O)Nc2ccccc2OC)c(OC)c1 is listed with 2%	-8%	-7%	18	-6%	0%
# O=C(COc1ccccc1Cl)Nc1ccc(-c2nc3ccccc3s2)cc1 is listed with x	7%	x	71	10%	x
# Cc1cccn2cc(-c3ccccc3)nc12 is listed with -1%	-1%	-14%	68	u	-3%
# Cc1nnc(SCC(=O)NCc2ccco2)n1-c1ccccc1 is listed with 6%	u	4%	-30	u	12%

# Carrying on:
(25) O=C(c1ccc(COc2ccccc2[N+](=O)[O-])o1)N1CCCCCC1
(26) CN(CC(=O)Nc1ccc(F)cc1)C(=O)CN1C(=O)c2cccc([N+](=O)[O-])c2C1=O
(27) COc1ccc2c(Sc3ccc(Cl)cc3)c(C(=O)NCCCN3CCCCC3)[nH]c2c1
(28) Cc1ccc2nc(Nc3ncc4c(n3)CC(C)(C)CC4=O)nc(C)c2c1
(29) O=C(Nc1nnc(-c2ccc(F)cc2)o1)c1cccc([N+](=O)[O-])c1
(30) O=C1COc2ccc(C(=O)COC(=O)c3cc(S(=O)(=O)N4CCOCC4)ccc3F)cc2N1
(31) O=C1CC(c2ccccc2)n2nc(N3C(=O)c4ccccc4C3=O)nc2N1 (stereo unspecified)
(32) CC(=O)Nc1ccc(NC(=O)C(NS(=O)(=O)c2cccc3nsnc23)C(C)C)cc1 (stereo unspecified)

compound no. | 25 | 26 | 27 | 28 | 29 | 30 | 31 | 32
Giardia FBPA inh | -3% | x | x | -2% | -11% | -9% | 1% | x
Sm TGR inh | 1% | -17% | 4% | x | 0% | u | 0% | -3%
AMA1 RON2 block | 2% | 3%[11.6 µM] | x | -8% | 70%[activator] | 19% | -2% | 6%
HCMV antiviral | 17 | -7 | -19 | -26 | -98* | 34 | 21 | -3
AmpC detergent | 1% | -20% | -5% | 4% | 2% | -4% | -14% | 1%
HCV inh | -4% | 20% | x | 28% | 13µM* | -17% | 5% | 2%

(33) O=c1[nH]c(=O)n(Cc2ccc(F)cc2)c(O)c1C=NCCCO
(34) Cc1cc(C)c(C(=O)Nc2ccc(C)c(C)c2)c(CC(C)(C)C(=O)O)c1
(35) CSc1nc(N(C)C)nc(N2CC(=O)N(CCNS(=O)(=O)c3ccc(C)cc3)C2=N)n1
(36) O=C(CN(CC1CCCO1)C(=O)CNS(=O)(=O)c1ccc(Cl)cc1)NCc1ccco1 (stereo unspecified)
(37) Cc1cccc(C)c1OCCCCc1c(C)n[nH]c1C

compound no. | 33 | 34 | 35 | 36 | 37
Giardia FBPA inh | 8% | 14% | 11% | x | -3%
Sm TGR inh | -17% | -2% | 2% | -4% | -28%
AMA1 RON2 block | 11% | 20% | 5% | -7% | -9%
HCMV antiviral | 16 | -31 | u | -5 | -5
AmpC detergent | 0% | -6% | -12% | -9% | 0%
HCV inh | 16% | u | 14% | -10% | -15%
